High-throughput results deposited in PubChem by The Scripps Research Institute Molecular Screening Center.
FBW7 act: activators of human E3 ligase FBW7. 650,000 tested, 0.13% active. AID 1259310. Q969H0. AlphaScreen FBW7–phospho-cyclin E peptide binding, activator screen. normalized activity (activation), % at 26.1 µM; in the data active = normalized activity above about 1.9%;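 note: purified mutant Fbw7 with reduced substrate affinity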
MITF primary: human MITF inhibition, primary screen; AlphaScreen MITF homodimerization, bead proximity signal; inhibition, % at 2.6 µM; 650,000 tested, 0.91% active; AID 1259374; in the data active = inhibition above about 50%;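 note: 0% = vehicle wells with protein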
Target sequence (O75030 whole entry, looked up): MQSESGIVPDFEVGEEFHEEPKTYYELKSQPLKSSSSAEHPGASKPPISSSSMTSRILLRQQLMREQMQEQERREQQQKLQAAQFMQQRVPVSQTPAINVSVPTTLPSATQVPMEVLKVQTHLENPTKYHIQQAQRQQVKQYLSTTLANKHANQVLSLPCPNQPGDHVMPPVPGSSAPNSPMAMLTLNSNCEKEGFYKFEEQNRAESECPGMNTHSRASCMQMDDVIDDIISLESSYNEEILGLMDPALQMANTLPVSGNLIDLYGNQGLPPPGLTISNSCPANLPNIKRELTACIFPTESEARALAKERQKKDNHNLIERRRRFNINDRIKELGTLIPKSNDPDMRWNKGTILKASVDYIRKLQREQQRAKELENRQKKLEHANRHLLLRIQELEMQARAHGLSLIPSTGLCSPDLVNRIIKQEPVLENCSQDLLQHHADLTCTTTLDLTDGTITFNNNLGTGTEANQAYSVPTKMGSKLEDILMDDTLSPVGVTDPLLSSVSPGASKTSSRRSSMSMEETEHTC
GPR151 ag: activates the human receptor GPR151 | 650,000 tested, 1% active | PathHunter beta-arrestin GPR151 cells, luminescence | activation, % at 11.2 µM | Q8TDV0; in the data active = activation above about 4.9%;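 note: 0% = median of compound wells and 100% = cells with positive control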
Target sequence (Q8TDV0 whole entry, looked up): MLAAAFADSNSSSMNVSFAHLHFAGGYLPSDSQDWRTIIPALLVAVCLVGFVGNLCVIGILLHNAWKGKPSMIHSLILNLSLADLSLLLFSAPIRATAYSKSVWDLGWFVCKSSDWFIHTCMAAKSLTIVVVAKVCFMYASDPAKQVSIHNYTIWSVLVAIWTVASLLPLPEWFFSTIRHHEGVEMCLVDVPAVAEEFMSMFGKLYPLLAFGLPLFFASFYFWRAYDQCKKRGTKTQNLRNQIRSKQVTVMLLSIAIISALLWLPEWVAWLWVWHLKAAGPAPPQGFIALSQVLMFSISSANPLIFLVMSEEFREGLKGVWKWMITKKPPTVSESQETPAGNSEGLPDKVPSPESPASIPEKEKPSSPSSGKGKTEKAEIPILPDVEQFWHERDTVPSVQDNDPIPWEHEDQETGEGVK
TEAD-YAP block: TEAD-YAP interaction inhibition; 640,000 tested, 1.4% active; HEK-TIYL cells, TEAD-Gal4/YAP UAS-luciferase luminescence; inhibition, % at 9.12 µM; AID 1259422; in the data active = inhibition above about 32%;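 note: 0% = median of test compound wells and 100% = reference inhibitor wells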
* hit, by the source's call; / = no result given.

The line under a structure holds: TEAD-YAP block, FBW7 act, GPR151 ag, MITF primary
Cc1cc(S(=O)(=O)NCC(c2ccc3c(c2)OCO3)N2CCOCC2)ccc1F (configuration not stated)
  -5, -0.2, -0.9, -5
CCc1nc(SCC(=O)c2ccc(OC)cc2)n[nH]1
  -8, -0.1, -0.5, 51*
O=C(NC1CCN(c2nc(-c3ccc(F)cc3)cs2)CC1)c1ccco1
  -2, -0.1, -0.6, 9
FC(F)(F)c1cccc(CNc2nc(Nc3ccncc3)nc3nc[nH]c23)c1
  -9, 0.2, 1.9, 10
COC(=O)c1cn(NC(=O)/C=C/c2ccc(OC(C)C)cc2)c(=O)c2ccccc12
  4, 0.0, 0.7, -1
C#CCOc1ccc(/C=C2\C(=O)NC(=O)N(c3ccc(C(=O)O)cc3)C2=O)cc1OC
  7, -0.2, -2.2, 15
COc1ccc2[nH]c(=O)c(C3c4cc(OC)c(OC)cc4CCN3S(C)(=O)=O)cc2c1 (configuration not stated)
  -11, -0.1, -1.1, 2
CCOc1ccc(-n2c(CNC(=O)c3ccc(S(=O)(=O)N4CCOCC4)cc3)nnc2SCC(=O)Nc2cccc(C)c2)cc1
  4, 0.0, 1.0, -12
CCc1nc2sc(C(N)=O)c(N)c2c2c1CCCC2
  38*, 0.2, -1.3, -15
COc1ccc2c(c1)C(=O)OC2CC(=O)O (configuration not stated)
  2, 0.1, -0.2, -5
C=CCOC(=O)C1=C(C)Nc2[nH]c(=O)[nH]c(=O)c2C1c1ccc(OC)c(OC)c1 (configuration not stated)
  -9, 0.1, 0.5, -29
O=C(Nc1ccc(F)cc1)c1cnc2ccccn2c1=O
  -64, 0.0, -0.7, -3
CC(C)C(C(=O)Nc1sc2c(c1C#N)CCCCC2)N1C(=O)c2ccccc2C1=O (configuration not stated)
  -2, 0.0, 0.1, -3
Cc1ccccc1OCC(=O)Nc1ccccc1[N+](=O)[O-]
  6, 0.1, -1.3, 16
c1ccc(Cc2nn3c(COc4ccccc4)nnc3s2)cc1
  -9, -0.4, 0.8, -3
O=C(CSc1ncnc2sc3c(c12)CCC3)N1CCCCCC1
  17, -0.2, -0.3, 8
CCC/C=N/NC(=O)c1ccc(Cl)cc1
  -12, 0.0, -0.2, -2
CCOc1cccc2c1OC(c1ccc(C(=O)OC)cc1)N1N=C(c3cccc(OC)c3)CC21 (configuration not stated)
  0, -0.2, -1.0, -10
CCOCCCNC(=O)c1ccc2c(c1)nc(C)n2-c1cc(C)ccc1OC
  15, 0.0, 2.2, -3
COc1ccc(/C=C/C(=O)Nc2nccs2)cc1Br
  -60, 0.4, -0.9, 12
Cn1c(SCC(=O)c2ccc(Cl)cc2)nc2c([nH]c3ccccc32)c1=O
  1, 0.0, 1.3, -4
COc1ccc(-c2cc(C(F)F)n3ncc(C(=O)NCc4ccc(F)cc4)c3n2)cc1
  -6, 0.0, 0.4, 6
COC(=O)c1cc2c(=O)n3cccc(C)c3nc2n(C2CCCCC2)c1=N
  -3, 0.1, 0.2, 19
CC1=CC2=NC(=O)/C(=C\c3ccc(OC(=O)c4ccc(Cl)cc4)cc3)C(=N)N2O1
  19, -0.1, -0.6, 1
COc1ccc(/C=N\N2CCN(c3ccc(Cl)cc3)CC2)cc1O
  20, 0.1, 2.6, 1
Brc1c(OCc2nc(-c3ccccn3)no2)ccc2ccccc12
  -42, -0.1, -1.3, -8
O=C(Nc1nn[nH]n1)c1cc2ccccc2oc1=O
  -7, 0.4, 2.5, 7
CC1=C(C)/C(=N/OC(=O)c2ccc(C)cc2)C=CC1=O
  -2, 0.0, 7.0*, 2
NCCSC1CC(=O)N(Cc2cccs2)C1=O (configuration not stated)
  -4, 0.0, -0.2, 4
C/C(=N/NC(=O)c1ccncc1)c1ccccc1
  -4, 0.2, -0.6, 0
CCCCN(/C=N/S(=O)(=O)c1ccccc1)CCCC
  3, 0.4, 11*, 48
CC1(C)CC(=O)C2=C(C1)N(c1ccc(Br)cc1)C(N)=C(C#N)C2c1ccsc1 (configuration not stated)
  -1, 0.2, -1.1, 10
COc1c(C)cc(NC(=O)c2cccs2)cc1C
  -36, -0.2, 0.1, 1
Cc1ccc(NC(=O)c2c(O)c3cccc4c3n(c2=O)CCC4)c(Br)c1
  1, 0.0, -1.0, 6
CCC1CCCCN1C(=O)c1cc2n(n1)C(C(F)(F)F)CC(c1ccco1)N2 (configuration not stated)
  16, 0.2, 0.3, 8
Nc1ccc2nc(Cc3nc4ccc(N)cc4[nH]3)[nH]c2c1
  7, -0.9, 1.2, 26
COc1cc(Nc2cc(Cl)nc(N)n2)cc(OC)c1OC
  -18, 0.1, -1.9, 4
CCOc1ccccc1CN1CCN(Cc2ccc(-n3cccn3)cc2)CC1CCO (configuration not stated)
  -9, 0.1, -0.5, -4
COc1ccc(C(=O)Oc2ccc3c(=O)c(-c4ccc(Cl)cc4)c(C(F)(F)F)oc3c2)cc1OC
  -2, -0.1, -1.9, 10
CCc1c2c(nc3sc(C(=O)OCc4ccccc4)c(N)c13)CCCCCC2
  -9, 0.2, 0.7, -14
CCc1ccc(CN2CCc3nnc(C(CC(C)C)NC(=O)COC)n3CC2)cc1 (configuration not stated)
  0, -0.1, 0.0, -4
COc1ccc(C(=O)Nc2nc(NC(=O)c3ccc(F)cc3)nn2-c2ccccc2)cc1
  23, -1.1, 1.6, 14
CCOC(=O)CCN1C(=O)[C@H]2[C@H]3[C@H](O)[C@H](O)C/C(=N\NC(=O)OCc4ccc(OC)cc4)[C@@H]3CC[C@H]2C1=O
  /, 0.3, -0.3, 9
CN(CC1COCCO1)C1CCN(c2ccc(CC(=O)N3CCCC3)cc2)CC1 (configuration not stated)
  3, -0.2, 4.5, -1
Cc1c(Cl)cccc1N1C(N)=C(C#N)C(c2cccc([N+](=O)[O-])c2)C2=C1CC(C)(C)CC2=O (configuration not stated)
  5, 0.1, -0.9, 6
CCC(CC)CN1CCOc2ccc(C(C)(O)CN(C)C)cc2C1 (configuration not stated)
  6, 0.0, 0.1, 1
CCOC(=O)c1c(N2CCCCC2)nc2ccc(Br)cc2c1-c1ccccc1
  5, 0.1, 0.7, 8
COc1cccc(-c2cc(C(=O)N3C(C)CCCC3C)no2)c1 (configuration not stated)
  -45, 0.2, -0.8, 0
CC1(C)OC(=O)C(Cc2ccc(C#N)cc2)(Cc2ccc(C#N)cc2)C(=O)O1
  17, 0.4, 0.2, 5
CC(CCc1ccccc1)NCc1c(C(=O)O)n(C)c2ccccc12 (configuration not stated)
  -1, 0.2, 0.1, -7

Carrying on:
The line under a structure holds: TEAD-YAP block, FBW7 act, GPR151 ag, MITF primary
CN(Cc1ccccc1)C(=O)CSc1nc2ccccc2c(=O)n1CCC(=O)NCCc1ccccc1
  3, 0.1, -1.4, -11
COc1ccc(C(=O)N/C(=C\c2ccccc2)C(=O)NCCCO)cc1
  -8, 0.0, -0.1, 15
COc1ccc(OC)c(C2CC(=O)Nc3sc4c(C)c(C#N)c(N)nc4c32)c1 (configuration not stated)
  -5, -0.1, -0.9, 4
CCC1=NN2C(=N)/C(=C/c3ccc(OCCOc4ccccc4OC)cc3)C(=O)N=C2S1
  6, -0.1, 0.1, -10
Cc1cccc(Cc2c(C)nc3c(C(=O)O)cnn3c2C)c1
  -1, 0.0, 0.5, -4
COC(=O)CN1C(=S)N(c2ccc(F)cc2)C(=O)C1CC(=O)Nc1ccccc1 (configuration not stated)
  7, -0.1, -0.6, -7
O=c1[nH]nc(SCc2nc3ccccc3s2)n1C1CC1
  -21, 0.0, -2.5, 10
O=C(Nc1ccc(Cl)c(Cl)c1)c1ccc(F)c(S(=O)(=O)NCC2COc3ccccc3O2)c1 (configuration not stated)
  10, 0.2, -1.3, -10
COc1ccc(NC2OC(=O)c3c2ccc(OC)c3OC)cc1 (configuration not stated)
  0, -0.2, 0.1, -4
Cc1cccc(C#N)c1NC1=CC(=O)CC(C)(C)C1
  -8, 0.0, 0.2, 14

2 compounds drawn at random from the list so far, as already listed:
The line under a structure holds: TEAD-YAP block, FBW7 act, GPR151 ag, MITF primary
COc1ccc(-c2cc(C(F)F)n3ncc(C(=O)NCc4ccc(F)cc4)c3n2)cc1
  -6, 0.0, 0.4, 6
CN(Cc1ccccc1)C(=O)CSc1nc2ccccc2c(=O)n1CCC(=O)NCCc1ccccc1
  3, 0.1, -1.4, -11

Further entries.
The line under a structure holds: TEAD-YAP block, FBW7 act, GPR151 ag, MITF primary
O=C(c1ccc(NC(=S)NC2CCCCC2)cc1)N1CCOCC1
  -2, 0.4, 0.3, 26
Cn1c(=O)c2c(ncn2Cc2ccc(F)cc2Cl)n(C)c1=O
  2, -0.1, -0.2, -4
Cc1ccc(-c2ccc(NCC3COCCO3)nn2)cc1 (configuration not stated)
  -71, 0.0, 2.7, 19
COc1cc(/C=C2\N=C(c3ccc(F)cc3)OC2=O)ccc1OCc1ccccc1Cl
  -2, 0.1, 0.9, 73*
COc1ccc(N=C2O/C(=C\c3sc(=S)n(CC4CCCO4)c3O)N=C2C#N)cc1 (configuration not stated)
  9, -0.5, -1.4, 52*
CCc1nccn1CCC(=O)N1CCOc2ccc(CN(C)CCc3ccccn3)cc2C1
  2, -0.1, -0.3, -11
COc1ccc(OC)c(NC(NC(=O)c2ccco2)C(=O)c2ccc(Cl)cc2)c1 (configuration not stated)
  -6, -0.3, 1.2, 11
Cc1cccc(-n2cc(CN3CCN(C=O)CC3)c(-c3cccc(F)c3)n2)c1
  -5, -0.1, -0.5, 6
S=c1nc(-c2ccc(Cl)cc2)c(-c2ccc(Cl)cc2)n[nH]1
  -3, 0.2, 1.0, 17
CCCOc1ccc(C(=O)CCC(=O)OCc2nnc(-c3ccccc3)o2)cc1
  15, -0.1, 0.0, 1
Clc1ccc(C2Nc3ccc(Br)cc3C3C=CCC32)cc1 (configuration not stated)
  2, -0.1, -0.1, 11
CC(=O)N1CCC[C@H]1C(=O)N1CCCC(c2nc(C)ncc2-c2cccc(C)c2)C1 (some centres not stated)
  -3, -0.1, -0.3, 1
Cn1ccnc1C1(O)COC2(CCN(C(=O)c3cc(-c4ccccc4)no3)CC2)C1 (configuration not stated)
  -2, -0.1, -0.8, 6
CCCN1C(=O)/C(=C2\SC(=S)N(C)C2=O)c2cc(Br)ccc21
  13, 0.0, 0.6, 0
O=c1ccc(-c2cc3ccccc3o2)cn1Cc1ccccc1
  4, -0.3, -0.3, 7
CCC1=NN(C(=O)c2ccccc2O)C(O)(c2ccccc2)C1 (configuration not stated)
  46*, -0.4, -0.8, 1
Cc1nc2cc(NC(=O)CCSc3ccc(F)cc3)ccc2s1
  -55, 0.3, -1.4, 16
CC(=O)Nc1ccc(NC(=O)c2ccc([N+](=O)[O-])o2)cc1
  3, 0.1, -1.2, 6
CCOc1cc(/C=c2\sc3nc4c(C)c(C)ccc4n3c2=O)cc(Br)c1OCC(=O)O
  5, -0.5, 0.1, 0
CCOc1ccccc1Oc1coc2cc(OCC(=O)O)ccc2c1=O
  2, -0.5, -0.9, 7
C[n+]1cccc2cc(C(F)(F)F)ccc21 (tested in a mixture with another compound)
  10, 0.5, 3.3, -13
CCN1C(=O)Cc2cc(NC(=O)NCc3ccccc3)ccc21
  0, 0.3, 0.8, -9
CSc1ccc(C(Nc2ccccn2)c2oc(CO)cc(=O)c2O)cc1 (configuration not stated)
  3, -0.1, 0.0, 1
COc1ccc(Br)cc1C(=O)Nc1cc(-c2nc3ccccc3o2)ccc1Cl
  -14, 0.0, 1.6, -7
O=C1N(CN2CCC3(CC2)OCCO3)c2ccccc2C12OCCCO2
  -3, 0.1, 3.5, 5
COc1cc(-c2cnn3c(NCc4ccccn4)ccnc23)ccc1O
  4, 0.0, -0.9, 0
O=C(NC1CCCCCC1)c1nnc(Cc2ccccc2Cl)o1
  -13, 1.0, 1.0, 5
CN1CCN(S(=O)(=O)c2ccc(NC(=S)NC(=O)CCc3ccccc3)cc2)CC1
  -1, -0.3, 1.1, -5
CC(=O)C1=C(C)NC(SCC(=O)Nc2nccs2)=C(C#N)C1c1ccc(Cl)cc1 (configuration not stated)
  -4, -0.1, -0.7, 0
COc1cc(C2C(=O)N(C3CCCCC3)CC(=O)N2C2CCCCCCC2)ccc1OC(C)C (configuration not stated)
  5, 0.1, -0.1, -2
O=C(c1ccc(SCc2ccncc2)c([N+](=O)[O-])c1)N1CCCCC1
  -2, -0.1, -6.2, -3
COc1ccc(CCNc2ccc(S(=O)(=O)NC(C)C)cc2[N+](=O)[O-])cc1
  18, 0.1, 0.3, 3
COc1cccc(OC)c1C(=O)NC(C)(C)c1ccncc1
  -4, 0.1, 1.4, 6
O=C(Nc1cc2cc(Br)ccc2oc1=O)c1ccc(-c2ccccc2)cc1
  -1, 0.9, -0.9, 17
O=C(Cn1nc(-c2ccccc2F)ccc1=O)Nc1cccc(C(=O)N2CCCCCC2)c1
  4, -0.2, 0.1, 4
COC(=O)CNC(=O)c1ccc(Cl)cc1Cl
  7, 0.0, -0.2, 8
Cc1ccc(-c2nc3sc(CCNC(=O)c4cccs4)c(C)n3n2)cc1
  -66, 0.0, -2.0, -9
Cc1ccc(-c2nc(CSCC(=O)N3CCCCCC3)c(C)o2)cc1
  12, 0.7, 0.4, 16

Only TEAD-YAP block and GPR151 ag (3 entries from above):
compound	TEAD-YAP block	GPR151 ag
O=C(NC1CCCCCC1)c1nnc(Cc2ccccc2Cl)o1	-13	1.0
CC(CCc1ccccc1)NCc1c(C(=O)O)n(C)c2ccccc12 (configuration not stated)	-1	0.1
CCOC(=O)CCN1C(=O)[C@H]2[C@H]3[C@H](O)[C@H](O)C/C(=N\NC(=O)OCc4ccc(OC)cc4)[C@@H]3CC[C@H]2C1=O	/	-0.3
